ERp5 inh: blocks human ERp5 reductase activity on insulin | Q15084 | ERp5 insulin aggregation, absorbance 650 nm, 90 min | inhibition, % at 9.99 µM | 0.05% of 350,000 active | AID 651711;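 active = mean replicate inhibition above about 25%, with every replicate also reaching it, limit read from the data, passing the limit was not always enough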
Target sequence (Q15084 whole entry, looked up): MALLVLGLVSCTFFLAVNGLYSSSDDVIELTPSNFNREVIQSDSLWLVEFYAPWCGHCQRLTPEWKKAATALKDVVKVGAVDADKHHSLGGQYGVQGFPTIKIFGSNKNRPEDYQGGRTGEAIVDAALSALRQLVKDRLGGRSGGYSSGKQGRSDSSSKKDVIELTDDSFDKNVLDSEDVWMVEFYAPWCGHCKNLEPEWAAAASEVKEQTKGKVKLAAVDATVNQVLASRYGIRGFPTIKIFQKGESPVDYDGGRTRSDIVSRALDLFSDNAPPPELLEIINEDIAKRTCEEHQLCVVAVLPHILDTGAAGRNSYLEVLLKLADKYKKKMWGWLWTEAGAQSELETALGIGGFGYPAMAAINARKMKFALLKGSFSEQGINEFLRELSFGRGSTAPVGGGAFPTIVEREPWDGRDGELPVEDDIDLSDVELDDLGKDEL
ARNT TACC3 PPI: ARNT/TACC3 interaction disruption. 0.66% of 390,000 active. AID 623870. AlphaScreen His-ARNT PAS-B/GST-TACC3 binding, luminescence; TACC3 fragment carries E629A point mutation. Q9Y6A5. inhibition, % at 9.99 µM;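 active = mean inhibition of replicates at least 50% and at least half of replicates each reaching 50%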;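 also: 0% = complete ARNT plus TACC3 wells and 100% = ARNT alone without TACC3; many hits fall short of the cut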
miR-122 sensor: miR-122 inhibition in Huh7 cells; 0.3% of 340,000 active; activation (reporter increase), % at 12.5 µM; Huh7 miR-122 Renilla luciferase sensor, 48 h; neutral wells = 0, positive control = 100;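 active = mean replicate activation score at least 90 and every replicate individually at or above 90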;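 also: higher luciferase means less miR-122 activity so hits act as miR-122 inhibitors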
Cneo AK release: Cryptococcus neoformans lysis via adenylate kinase release; lysis activity, % at 15 µM; C. neoformans lysis, adenylate kinase release luminescence, 4 h; normalised: neutral wells 0, clomiphene wells 100; 0.2% of 360,000 active; AID 651654;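 active = mean lysis activity across replicates of at least 80%, whatever share of replicates individually reach that level; inactive = mean lysis activity below 80%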
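Material: C. neoformans cells; Schedule: 4 h static compound exposure, 37 °C, read 1 h post-reagent; Measured by: adenylate kinase release luminescence; Read-out: signal increase indicating cell lysis; Controls: Clomiphene as positive lysis control.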
SIRT5 inh: inhibitors of human sirtuin-5 desuccinylase | Q9NXA8 | Purified SirT5, succinyl-peptide AMC, trypsin-coupled fluorescence | inhibition, % at 15 µM | 1.1% of 330,000 active | AID 652115; in the data active = inhibition above about 15%
Target sequence (Q9NXA8 whole entry, looked up): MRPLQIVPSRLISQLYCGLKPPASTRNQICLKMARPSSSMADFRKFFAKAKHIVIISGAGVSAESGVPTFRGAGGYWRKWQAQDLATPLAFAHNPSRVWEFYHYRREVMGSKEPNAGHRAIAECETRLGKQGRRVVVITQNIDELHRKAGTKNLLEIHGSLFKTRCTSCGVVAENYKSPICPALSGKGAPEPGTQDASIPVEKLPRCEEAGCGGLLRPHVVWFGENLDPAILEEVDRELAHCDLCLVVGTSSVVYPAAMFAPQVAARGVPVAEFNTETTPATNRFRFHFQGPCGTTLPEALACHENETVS
esBAF inh: blocks esBAF chromatin remodeling in mouse ES cells | Bmi1-luciferase knock-in reporter, 24 h; 100% = twice the neutral-well signal | reporter increase, % at 12.5 µM | 2% of 350,000 active; in the data active = activation above about 40%;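 also: 0% = median of the plate's neutral control wells and 100% = double that signal; a rise in the Bmi1 reporter signal indicates esBAF inhibition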
Statin myotox sup: protects C2C12 myotubes from simvastatin toxicity; ATP luminescence, 48 h; scaled: DMSO 0, geranylgeraniol control 100; rescue of ATP level, % at 7.49 µM; 0.78% of 330,000 active; AID 602340;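 active = mean ATP rescue above about 67%, or every replicate alone reaching that limit, limit read from the data, passing the limit was not always enough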;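 also: myotubes were challenged with 10 µM simvastatin during compound exposure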
The depositor's hits bear a star; · = not tested or not shown; [ ] = another dose, or the depositor's remark.

Start of the listing, in advance (five entries):
SMILES | ERp5 inh | ARNT TACC3 PPI | miR-122 sensor | Cneo AK release | SIRT5 inh | esBAF inh | Statin myotox sup
CCCNC1=C(N(C(C)=O)c2cccc(F)c2)C(=O)c2ccccc2C1=O | 1 | 7 | -22 | -2 | 4 | -62 | -165
O=c1c2ccccc2sn1-c1ccc(Cl)cc1Cl | 1 | · | -2 | -1 | 0 | 7 | -9
COc1ccc(-c2nc(-c3ccccc3)no2)c(OC)c1 | -6 | -8 | 4 | -17 | -6 | -73 | -74
O=C(COc1ccc2ccc(=O)oc2c1)Nc1ccc(CN2CCOCC2)cc1 | 2 | 1 | -6 | -1 | -2 | 1 | 16
O=C(NCCCN1CCOCC1)[C@@H]1N[C@@H]2c3ccc(C4=CCCC4)c(=O)n3C[C@@H]2[C@H]1CO | -3 | -8 | 2[16.7 µM] | 9 | -6 | -3 | -8

This part in full, repeating the preview:
SMILES | ERp5 inh | ARNT TACC3 PPI | miR-122 sensor | Cneo AK release | SIRT5 inh | esBAF inh | Statin myotox sup
CCCNC1=C(N(C(C)=O)c2cccc(F)c2)C(=O)c2ccccc2C1=O | 1 | 7 | -22 | -2 | 4 | -62 | -165
O=c1c2ccccc2sn1-c1ccc(Cl)cc1Cl | 1 | · | -2 | -1 | 0 | 7 | -9
COc1ccc(-c2nc(-c3ccccc3)no2)c(OC)c1 | -6 | -8 | 4 | -17 | -6 | -73 | -74
O=C(COc1ccc2ccc(=O)oc2c1)Nc1ccc(CN2CCOCC2)cc1 | 2 | 1 | -6 | -1 | -2 | 1 | 16
O=C(NCCCN1CCOCC1)[C@@H]1N[C@@H]2c3ccc(C4=CCCC4)c(=O)n3C[C@@H]2[C@H]1CO | -3 | -8 | 2[16.7 µM] | 9 | -6 | -3 | -8
CN(C)C(=O)c1ccc(-c2ccc3c(c2)[C@H]2[C@H](CCN2C(=O)c2ccccc2F)[C@@H](CO)N3)cc1 | · | -12 | 25[16.7 µM] | -9 | · | 3 | -15
Cc1cnc(CN(C)C(=O)c2ccc3oc(Cc4ccc(Cl)cc4)nc3c2)[nH]1 | 0 | 3 | -6 | · | 1 | 1 | -9
CO[C@H]1CN(C)C(=O)c2cc(NC(=O)C3CCOCC3)ccc2OC[C@@H](C)N(C(C)=O)C[C@@H]1C | -3 | -1 | 13[16.7 µM] | -1 | 4 | 4 | 8
Cc1ccc2nc(SCC(=O)N3CCCC3)nc(=O)n2c1 | -9 | -2 | -8 | 0 | -1 | -1 | 0
O=C(CSc1nnc(C2CC2)n1C1CC1)c1ccc(Br)s1 | 10 | 3 | 9 | -1 | 0 | 56* | -5
CC(C)(C)OC(=O)N1CCN(c2ccc(NC(=O)Cn3nnc(-c4ccccc4)n3)cc2)CC1 | · | · | -10 | -2 | · | 3 | -42
CC(C)NC(=O)C1(C)CCN1C(=O)c1cccc(Cl)c1 (stereo not drawn) | 1 | · | 9 | 4 | · | -4 | 0
C=CCC(O)(CC=C)C(C)N (stereo not drawn) | -2 | 5 | · | · | 12 | · | ·
O=C(c1ccccc1)c1nc[nH]c1C(=O)Nc1ccccn1 | · | 5 | 0 | 5 | · | 0 | 120*
COc1ccc(/C=N/Nc2nc3ccccc3s2)cc1O | -4 | -2 | · | · | -5 | · | ·
O=C1c2ccccc2NC(c2cc(Cl)cc(Cl)c2O)N1Cc1cccnc1 (stereo not drawn) | -14 | 45 | -6 | -3 | 8 | -9 | 2
COc1cccc(S(=O)(=O)N(C)C[C@H]2Oc3cc(C4=CCCC4)ccc3S(=O)(=O)N([C@H](C)CO)C[C@H]2C)c1 | -2 | 15 | 10[16.7 µM] | -3 | 21* | 2 | -89
COc1ccc2nc(C)cc(NCCN3CCOCC3)c2c1 | 1 | 0 | 0 | 2 | 0 | 0 | 1
COc1ccc2nc(N3CCCC3)[nH]c2c1 | · | 5 | 24 | 3 | · | 12 | 23
COc1cccc(CNC(=O)CCC2CCCN(C(=O)c3cccnc3SC)C2)c1 (stereo not drawn) | -3 | -4 | -2 | 0 | -4 | 2 | -1
CCCCc1ccc(NC(=O)c2c(C)noc2C)cc1 | · | -2 | 5 | -2 | · | 12 | -5
Clc1ccc(N2CCN(c3cnc4ccccc4n3)CC2)cc1 | · | 3 | · | -2 | · | 45* | 9
CCOC(=O)C1(Cc2ccccc2C)CCCN(Cc2ccc(NC(C)=O)cc2)C1 (stereo not drawn) | 3 | 0 | · | · | -3 | · | ·
COc1ccc(OCc2nnc(SCC(=O)N3CCCCC3)o2)cc1 | 3 | · | 1 | 0 | 4 | 6 | -1
COc1ccc(NC(=O)N(C)[C@H]2C[C@H]3c4[nH]c5ccccc5c4CCN3C[C@H]2[C@H](C)O)cc1 | -9 | · | 0 | -1 | -2 | 4 | 3
COCCNC(=O)CN(C(=O)CCC(=O)Nc1ccccn1)c1cc(C)ccc1C | -3 | -2 | -2 | 0 | -6 | -4 | -3
CN(C)C(=O)c1ccc(-c2ccc3c(c2)[C@@H]2[C@@H](CCN2S(=O)(=O)c2cn(C)cn2)[C@@H](CO)N3)cc1 | 1 | 3 | -17[16.7 µM] | -10 | -4 | 7 | -15
COc1ccc(N2CCN(C(=O)CCC(=O)N3CC(C)Oc4ccc(C)cc43)CC2)cc1 (stereo not drawn) | 3 | 1 | 0 | 0 | -2 | 2 | 11
CCCNC(=O)N(C)C[C@H]1Oc2ncc(-c3ccccc3F)cc2C(=O)N([C@H](C)CO)C[C@H]1C | -5 | 0 | 1[16.7 µM] | 55 | 2 | -1 | 28
Cn1c(=O)n(C)c2cc(S(=O)(=O)NCCO)ccc21 | 5 | 2 | 3 | -3 | 0 | -7 | -13
Nc1nonc1-n1nnc(C(=O)N/N=C/c2cccnc2)c1-c1cccs1 | 1 | -8 | 7 | 0 | 11 | -2 | 19
C[C@@H]1CN([C@H](C)CO)C(=O)Cc2cc(NS(=O)(=O)c3ccccc3)ccc2O[C@H]1CN(C)S(=O)(=O)c1cccs1 | -8 | -5 | 0[16.7 µM] | -11 | -1 | 5 | -4
C[C@H](CO)N1C[C@H](C)[C@@H](CN(C)C(=O)C2CC2)Oc2cc(-c3ccccc3)ccc2S1(=O)=O | · | · | 16[16.7 µM] | · | · | 1 | 3
CCCn1c(SCC(=O)Nc2ccc3c(c2)OCCO3)nnc1-c1ccco1 | · | -5 | -8 | 1 | · | -3 | 4
COc1ccc2cc(CN(CC3CCCO3)C(=S)Nc3ccccc3)c(=O)[nH]c2c1 (stereo not drawn) | 1 | 30 | · | · | 3 | · | ·
Nc1c(-c2ccccc2)cnn1-c1cccc(Cl)c1 | 1 | 2 | 3 | -4 | -1 | 49 | -17
Clc1ccccc1CSc1nnc(-c2ccncc2)o1 | · | -4 | -11 | 1 | · | 49* | ·
Cc1cc(C)c(C)c(S(=O)(=O)Nc2ccccc2N2CCOCC2)c1C | -5 | -7 | 25 | 0 | -2 | 15 | -9
CCNC(=O)C1(C)CCN(C(=O)c2cccnc2SC)C1 (stereo not drawn) | 1 | · | 0 | -1 | · | -10 | 30
CCOC(=O)C1CCCN(c2c(NCCN(CC)c3ccccc3)c(=O)c2=O)C1 (stereo not drawn) | 2 | · | -3 | 0 | -3 | -2 | 12
Nc1nc(-c2ccc(Br)cc2)c(S(=O)(=O)c2ccccc2)s1 | · | 3 | -4 | 1 | · | · | ·
Cc1cc(NC(=O)COn2nnc3ccc(S(C)(=O)=O)cc32)ccc1Br | 4 | 23 | -3 | · | 0 | -13 | 0
O=C(CN(CCc1ccccc1)C(=O)c1csnn1)NCc1ccc(F)cc1 | -5 | -36 | -4 | -2 | -1 | 3 | -7
COCc1nnc(NC(=O)c2ccc(S(=O)(=O)N3CCOCC3)cc2)o1 | -15 | 45* | 2 | 6 | 1 | 3 | 2
OC[C@H]1[C@@H](c2ccc(Br)cc2)[C@@H]2CN(Cc3ccccn3)CCCCN12 | 4 | 22 | 0[16.7 µM] | 2 | 2 | 1 | -20
O=C(NCCc1ccccc1)C1CCC(=O)N(Cc2cccc(C(F)(F)F)c2)C1 (stereo not drawn) | 3 | · | · | 1 | -3 | 3 | -5
NC(=O)c1ccc(CSc2nc3ccccc3s2)cc1 | -1 | 0 | -4 | 4 | -7 | 54* | 3
O=C(CCc1ccccc1)Nc1nc2nc(-c3ccccc3)cc(=O)n2[nH]1 | · | 2 | 15 | -1 | · | -5 | 19
COc1ccccc1-c1ccc2c(c1)O[C@@H](CN(C)C(=O)c1cccnc1)[C@H](C)CN([C@H](C)CO)S2(=O)=O | -3 | -4 | 8[16.7 µM] | -3 | -11 | -8 | 0
COCCNC(=O)c1cc2c(c(-c3cccc(-c4cccc(OC)c4)c3)n1)[C@H](CCO)N(S(=O)C(C)(C)C)C2 (stereo partly drawn) | 9 | · | -3 | 0 | -2 | -3 | -1

Continuation.
SMILES | ERp5 inh | ARNT TACC3 PPI | miR-122 sensor | Cneo AK release | SIRT5 inh | esBAF inh | Statin myotox sup
Cc1ccc2c(c1)sc(=NC(=O)C1CC1)n2C | 4 | -8 | 15 | -20 | -6 | · | ·
CC1=NNC(=O)/C1=C\c1cn(-c2ccccc2)nc1-c1cccs1 | 0 | 11 | · | · | -2 | · | ·
COc1ccc(CCNC(=O)CCS(=O)(=O)c2ccc(C)cc2)cc1OC | · | 5 | -8 | 1 | · | -1 | 11
Oc1ccc(CN2CCN(Cc3ccccc3)CC2)c2cccnc12 | · | 65* | -16 | -2 | · | 6 | 4
CCCC1(C(=O)O)NC(c2cccc(OC)c2O)C2C(=O)N(c3ccccc3)C(=O)C21 (stereo not drawn) | 5 | -9 | -5 | -1 | · | 4 | -1
O=C(COc1ccc(Cl)cc1)NCCN1CCCCC1 | -3 | 3 | -3 | · | -7 | · | ·
CCCCCNCc1ccc(Br)cc1 | 6 | -3 | · | · | 1 | · | ·
COc1cc(C=NCC2OCCc3ccccc32)cc(OC)c1 (stereo not drawn) | 3 | 2 | -2 | -4 | 2 | -1 | ·
CC(NC(=O)NCc1cccnc1)(C(F)(F)F)C(F)(F)F | · | 6 | -1 | 0 | · | -2 | -7
Cn1c(N)c(C(C[N+](=O)[O-])c2c(F)cccc2Cl)c(=O)n(C)c1=O (stereo not drawn) | 1 | -5 | 0 | 4 | -3 | -5 | 16
CCOC(=O)N1C(=O)[C@](c2ccc(Cl)cc2)(C(C)C)N1C(=O)OCC | 0 | -9 | -3 | 1 | · | 10 | 12
CC(C)(C)NC(=O)CN(C(=O)CNC(=O)c1cccs1)c1ccccc1F | -1 | -5 | · | -9 | 12 | -5 | 9
O=C(CCSCc1ccccc1Cl)N1CCN(c2ccccn2)CC1 | · | 0 | -4 | -1 | · | 27 | 7
C#CCOC(=O)CCCN1C(=O)c2cccc3cccc(c23)C1=O | 3 | · | -2 | -10 | -8 | -3 | 1
O=C(Nc1ccc(Cl)cc1)N[C@H]1CC[C@@H](CCNS(=O)(=O)c2ccccc2F)O[C@H]1CO | -1 | -20 | · | 0 | -5 | 3 | 0
Cc1c(-n2c(SCC(=O)O)nnc2-c2ccccc2Br)c(=O)n(-c2ccccc2)n1C | -2 | -7 | -4 | -2 | -7 | -4 | -9
C[C@@H]1CN([C@@H](C)CO)C(=O)CCCn2nncc2CO[C@H]1CN(C)C(=O)Nc1cccc(C(F)(F)F)c1 | 0 | 4 | -5[16.7 µM] | 2 | -2 | -5 | 12
CCCn1c(N)[n+](CC(=O)c2ccco2)c2ccccc21 | 1 | -3 | -3 | 0 | · | -2 | 3
COc1ccc(NC(C)=O)cc1C | 1 | -5 | · | · | -5 | · | ·
Oc1ccc(C[C@@H]2CNCCN2CCc2cccc3ccccc23)cc1 | 4 | · | · | 2 | -4 | 3 | -17
CS(=O)(=O)c1ccc(C(=O)Nc2nc(-c3ccco3)c(-c3ccco3)s2)cc1 | 2 | 14 | -7 | -2 | 5 | -5 | -17
Cc1ccc(NC(=O)c2ccc(Cl)c(S(=O)(=O)N3CCCCCC3)c2)nc1 | 5 | 0 | 1 | · | -1 | · | ·
C[C@@H]1CN([C@H](C)CO)C(=O)CCCn2nncc2CO[C@@H]1CN(C)C(=O)Nc1ccccc1C(F)(F)F | 1 | -5 | 2[16.7 µM] | -2 | 2 | 6 | 11

Bioassay records as filed in PubChem.

Hits appear at their usual frequency; about 4% have a hit in one of these screens.
